High-throughput results: PubChem BioAssay, Broad Institute
TcdB GH inh: TcdB glycohydrolase inhibition; AID 652162; hit rate 0.24% among 350,000; TcdB glycohydrolase enzymatic assay, plate reader; inhibition, % at 9.99 µM; in the data active means inhibition above about 10%
Target sequence (P18177 whole entry, looked up): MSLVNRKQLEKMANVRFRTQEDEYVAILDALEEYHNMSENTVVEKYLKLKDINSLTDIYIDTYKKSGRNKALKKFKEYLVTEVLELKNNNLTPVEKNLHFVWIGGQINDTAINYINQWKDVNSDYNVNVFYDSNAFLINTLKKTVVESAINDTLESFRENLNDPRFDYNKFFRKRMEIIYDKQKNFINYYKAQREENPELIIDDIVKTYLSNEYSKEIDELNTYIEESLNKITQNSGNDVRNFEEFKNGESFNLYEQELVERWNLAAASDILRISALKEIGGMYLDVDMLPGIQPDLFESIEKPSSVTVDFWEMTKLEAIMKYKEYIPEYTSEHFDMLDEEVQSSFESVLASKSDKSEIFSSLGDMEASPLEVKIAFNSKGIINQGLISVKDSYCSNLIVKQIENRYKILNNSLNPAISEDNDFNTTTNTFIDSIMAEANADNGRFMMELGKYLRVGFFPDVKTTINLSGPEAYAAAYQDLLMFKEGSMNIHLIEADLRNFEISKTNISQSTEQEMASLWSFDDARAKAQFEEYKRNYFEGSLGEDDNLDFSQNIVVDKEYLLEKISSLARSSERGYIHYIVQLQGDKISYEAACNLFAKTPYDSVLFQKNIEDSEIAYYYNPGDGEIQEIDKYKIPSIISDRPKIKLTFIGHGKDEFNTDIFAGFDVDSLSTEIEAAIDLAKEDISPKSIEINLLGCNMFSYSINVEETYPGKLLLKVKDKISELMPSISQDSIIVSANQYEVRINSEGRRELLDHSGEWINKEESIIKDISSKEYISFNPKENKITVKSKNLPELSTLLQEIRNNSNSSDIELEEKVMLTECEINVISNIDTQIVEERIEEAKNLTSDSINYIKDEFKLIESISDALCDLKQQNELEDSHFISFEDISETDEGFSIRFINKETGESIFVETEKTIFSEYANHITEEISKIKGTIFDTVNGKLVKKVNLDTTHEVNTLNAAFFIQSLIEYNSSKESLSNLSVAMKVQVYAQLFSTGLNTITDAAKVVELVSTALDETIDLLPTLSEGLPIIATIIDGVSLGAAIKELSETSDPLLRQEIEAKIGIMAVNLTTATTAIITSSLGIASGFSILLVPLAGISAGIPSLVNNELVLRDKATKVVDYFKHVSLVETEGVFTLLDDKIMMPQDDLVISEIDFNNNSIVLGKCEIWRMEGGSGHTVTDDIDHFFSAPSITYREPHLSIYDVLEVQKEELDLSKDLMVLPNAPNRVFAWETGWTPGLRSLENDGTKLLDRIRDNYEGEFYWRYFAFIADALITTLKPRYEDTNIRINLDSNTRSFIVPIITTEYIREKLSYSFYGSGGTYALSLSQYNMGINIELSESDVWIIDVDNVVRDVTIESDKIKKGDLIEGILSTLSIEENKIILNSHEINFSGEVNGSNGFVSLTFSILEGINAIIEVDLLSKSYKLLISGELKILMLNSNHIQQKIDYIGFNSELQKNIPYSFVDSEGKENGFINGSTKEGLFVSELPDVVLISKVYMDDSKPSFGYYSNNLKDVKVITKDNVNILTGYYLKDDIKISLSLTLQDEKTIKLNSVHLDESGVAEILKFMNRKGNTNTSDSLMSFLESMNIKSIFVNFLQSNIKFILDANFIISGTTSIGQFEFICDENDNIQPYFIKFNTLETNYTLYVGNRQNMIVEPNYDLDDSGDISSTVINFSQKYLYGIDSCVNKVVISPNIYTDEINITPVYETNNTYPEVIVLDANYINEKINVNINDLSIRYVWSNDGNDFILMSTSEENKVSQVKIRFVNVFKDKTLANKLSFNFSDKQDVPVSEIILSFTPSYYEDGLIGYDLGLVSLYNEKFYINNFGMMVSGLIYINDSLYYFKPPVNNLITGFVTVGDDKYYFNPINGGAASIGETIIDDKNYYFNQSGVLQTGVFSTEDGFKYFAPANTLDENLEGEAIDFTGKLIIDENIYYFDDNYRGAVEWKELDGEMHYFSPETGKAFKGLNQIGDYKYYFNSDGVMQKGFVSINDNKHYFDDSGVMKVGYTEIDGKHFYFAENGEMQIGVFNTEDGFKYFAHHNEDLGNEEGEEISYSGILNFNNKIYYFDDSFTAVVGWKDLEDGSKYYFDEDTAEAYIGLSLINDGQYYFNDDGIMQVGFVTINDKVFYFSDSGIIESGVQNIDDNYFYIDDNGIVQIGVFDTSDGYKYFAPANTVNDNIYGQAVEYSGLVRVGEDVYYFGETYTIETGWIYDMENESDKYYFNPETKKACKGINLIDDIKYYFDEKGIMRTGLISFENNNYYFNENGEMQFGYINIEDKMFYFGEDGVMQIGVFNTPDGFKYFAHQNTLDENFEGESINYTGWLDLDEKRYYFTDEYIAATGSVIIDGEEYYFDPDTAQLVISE
Active calls of the source: *; & = joins results of further samples. The list is partial (hit frequency here may not be typical).

SMILES	TcdB GH inh
C[C@H](CO)N1C[C@H](C)[C@H](CN(C)C(=O)NC2CCCC2)Oc2cc(/C=C/c3ccccc3)ccc2S1(=O)=O	0.5
C[C@@H]1CN([C@@H](C)CO)S(=O)(=O)c2ccc(C#CC3(O)CCCC3)cc2O[C@@H]1CN(C)C	-0.6
O=C(C[C@@H]1CC[C@@H]2[C@H](COC[C@@H](O)CN2C(=O)c2ccccc2F)O1)NCc1ccccc1	0.4
CCCNC(=O)Nc1ccc2c(c1)OC[C@H](C)N(Cc1cncnc1)C[C@@H](C)[C@@H](OC)CN(C)C2=O	0.5
C[C@H]1CN([C@@H](C)CO)C(=O)c2cccc(NC(=O)C3CCCCC3)c2O[C@@H]1CN(C)CC1CC1	1.0
CN1CCN(C(=O)C[C@@H]2CC[C@H]3[C@@H](COC[C@@H](O)CN3C(=O)Nc3ccc(F)cc3)O2)CC1	0.3
C[C@H]1CN([C@@H](C)CO)C(=O)c2cccc(NS(C)(=O)=O)c2O[C@H]1CN(C)Cc1ccc(C(=O)O)cc1	0.4
C[C@H](CO)N1C[C@H](C)[C@@H](CN(C)C(=O)CC2CC2)Oc2cc(-c3ccncc3)ccc2S1(=O)=O	0.9
COC(=O)C[C@H]1CC[C@H]2[C@H](COc3ccc(NC(=O)Nc4ccc(C#N)cc4)cc3C(=O)N2C)O1	-1.9
O=C(NCc1ccc2c(c1)OCO2)[C@H]1[C@H](CO)[C@H]2Cn3c(cccc3=O)[C@@H]1N2Cc1ccccc1	1.1
Cc1noc(C)c1S(=O)(=O)Nc1ccc2c(c1)C(=O)N([C@@H](C)CO)C[C@@H](C)[C@@H](CN(C)C(=O)Nc1ccc3c(c1)OCO3)O2	1.1
C/C=C/c1ccc2c(c1)O[C@H](CN(C)C(=O)NC1CCCCC1)[C@H](C)CN([C@H](C)CO)S2(=O)=O	0.6
CC(C)NC(=O)N(C)C[C@H]1Oc2ccc(NS(=O)(=O)c3ccc(F)cc3)cc2CC(=O)N([C@H](C)CO)C[C@H]1C	0.2
O=C(N[C@H]1CC[C@H](CC(=O)N2CCCCC2)O[C@H]1CO)c1cccc(F)c1	-1.4
CO[C@H]1CN(C)C(=O)c2cc(NC(=O)CC(F)(F)F)ccc2OC[C@H](C)N(CCC(F)(F)F)C[C@@H]1C	0.0

As a short view, 12 of the compounds above:
SMILES	TcdB GH inh
CCCNC(=O)Nc1ccc2c(c1)OC[C@H](C)N(Cc1cncnc1)C[C@@H](C)[C@@H](OC)CN(C)C2=O	0.5
C[C@H]1CN([C@@H](C)CO)C(=O)c2cccc(NC(=O)C3CCCCC3)c2O[C@@H]1CN(C)CC1CC1	1.0
CN1CCN(C(=O)C[C@@H]2CC[C@H]3[C@@H](COC[C@@H](O)CN3C(=O)Nc3ccc(F)cc3)O2)CC1	0.3
C[C@H]1CN([C@@H](C)CO)C(=O)c2cccc(NS(C)(=O)=O)c2O[C@H]1CN(C)Cc1ccc(C(=O)O)cc1	0.4
C[C@H](CO)N1C[C@H](C)[C@@H](CN(C)C(=O)CC2CC2)Oc2cc(-c3ccncc3)ccc2S1(=O)=O	0.9
COC(=O)C[C@H]1CC[C@H]2[C@H](COc3ccc(NC(=O)Nc4ccc(C#N)cc4)cc3C(=O)N2C)O1	-1.9
O=C(NCc1ccc2c(c1)OCO2)[C@H]1[C@H](CO)[C@H]2Cn3c(cccc3=O)[C@@H]1N2Cc1ccccc1	1.1
Cc1noc(C)c1S(=O)(=O)Nc1ccc2c(c1)C(=O)N([C@@H](C)CO)C[C@@H](C)[C@@H](CN(C)C(=O)Nc1ccc3c(c1)OCO3)O2	1.1
C/C=C/c1ccc2c(c1)O[C@H](CN(C)C(=O)NC1CCCCC1)[C@H](C)CN([C@H](C)CO)S2(=O)=O	0.6
CC(C)NC(=O)N(C)C[C@H]1Oc2ccc(NS(=O)(=O)c3ccc(F)cc3)cc2CC(=O)N([C@H](C)CO)C[C@H]1C	0.2
O=C(N[C@H]1CC[C@H](CC(=O)N2CCCCC2)O[C@H]1CO)c1cccc(F)c1	-1.4
CO[C@H]1CN(C)C(=O)c2cc(NC(=O)CC(F)(F)F)ccc2OC[C@H](C)N(CCC(F)(F)F)C[C@@H]1C	0.0

(next part)
SMILES	TcdB GH inh
COc1ccc(S(=O)(=O)N(C)C[C@H]2Oc3ncc(-c4ccncc4)cc3C(=O)N([C@H](C)CO)C[C@@H]2C)cc1	-0.9
CC(C)CC#Cc1cnc2c(c1)C(=O)N([C@@H](C)CO)C[C@H](C)[C@@H](CN(C)C(=O)Nc1cccc(F)c1)O2	0.1
C[C@H]1CN([C@@H](C)CO)C(=O)c2cccc(NC(=O)c3ccncc3)c2O[C@@H]1CN(C)C(=O)Nc1ccccc1	-1.9
C[C@@H]1CN([C@H](C)CO)C(=O)c2cc(NC(=O)C3CCCCC3)ccc2O[C@@H](C)CCCCO[C@H]1CN(C)Cc1ccc2c(c1)OCO2	-1.3
CCC(=O)Nc1ccc2c(c1)C(=O)N(C)C[C@H](OC)[C@H](C)CN(C(=O)Cc1cccnc1)[C@H](C)CO2	-0.6
Cc1noc(C)c1S(=O)(=O)Nc1ccc2c(c1)CC(=O)N([C@H](C)CO)C[C@H](C)[C@H](CN(C)S(=O)(=O)c1ccc(Cl)cc1)O2	-9.4
Cc1noc(C)c1NC(=O)Nc1ccc2c(c1)C(=O)N([C@H](C)CO)C[C@@H](C)[C@H](CN(C)S(=O)(=O)c1cn(C)cn1)O2	-0.1
CC(C)CC#Cc1cnc2c(c1)C(=O)N([C@@H](C)CO)C[C@H](C)[C@@H](CN(C)C(=O)c1cccnc1)O2	-0.1
C[C@@H]1CN([C@@H](C)CO)C(=O)c2cc(NS(=O)(=O)c3cn(C)cn3)ccc2O[C@@H]1CN(C)C(=O)Nc1cccc2ccccc12	-9.3
COCCNC(=O)C[C@H]1CC[C@H](NC(=O)NC2CCCCC2)[C@@H](CO)O1	-0.2
C[C@@H]1CN([C@@H](C)CO)C(=O)c2ccccc2-c2ccccc2CO[C@H]1CN(C)C(=O)Cc1ccccc1	0.8
C[C@H](CO)N1C[C@H](C)[C@H](CN(C)Cc2ccc(C(=O)Nc3ccccc3N)cc2)Oc2ccc(NS(C)(=O)=O)cc2CC1=O	-0.2
O=C(C[C@@H]1CC[C@H]2[C@@H](COC[C@@H](O)CN2C(=O)c2ccc(F)cc2)O1)NC1Cc2ccccc2C1	-0.5
C[C@H]1CN([C@@H](C)CO)C(=O)c2cccc(NC(=O)NC3CCCCC3)c2O[C@H]1CN(C)S(=O)(=O)c1ccccc1	2.5
C[C@@H]1CN([C@H](C)CO)C(=O)c2cccc(NC(=O)C3CCCCC3)c2O[C@@H]1CN(C)C(=O)Nc1cccc2ccccc12	2.0
COc1ccc(NC(=O)N(C)C[C@H]2Oc3ccc(NC(=O)Cc4cn(C)c5ccccc45)cc3CC(=O)N([C@@H](C)CO)C[C@H]2C)cc1	0.4
COc1ccc(CN(C)C[C@@H]2Oc3ccc(NC(=O)Cn4cnnn4)cc3CC(=O)N([C@@H](C)CO)C[C@@H]2C)cc1	0.7
CC(C)NC(=O)NCC[C@@H]1CC[C@H](NC(=O)c2ccc(F)cc2)[C@@H](CO)O1	-0.7
CN1c2ccc(-c3ccccc3)cc2[C@@H]2[C@@H](CCN2C(=O)Cc2ccccn2)[C@@H]1CO	1.8
COCC(=O)N1CC(=O)N2[C@H](CO)[C@H](c3ccc(-c4cccnc4)cc3)[C@H]2C1	-0.2
C[C@@H]1CN([C@@H](C)CO)C(=O)c2cc(NC(=O)Nc3ccc4c(c3)OCO4)ccc2O[C@H]1CN(C)Cc1ccncc1	-1.1
COc1ccc(S(=O)(=O)Nc2ccc3c(c2)[C@H]2C[C@@H](CC(=O)O)O[C@@H](CO)[C@H]2O3)cc1	-2.5
C[C@H]1CN([C@@H](C)CO)C(=O)c2cccc(NC(=O)c3ccc(-c4nccs4)cc3)c2O[C@@H]1CN(C)C(=O)Nc1ccccc1	0.6
COc1ccc(NC(=O)Nc2ccc3c(c2)C(=O)N([C@H](C)CO)C[C@@H](C)[C@H](CN(C)Cc2ccncc2)O3)cc1	-0.3
O=C(Nc1ccc2c(c1)[C@H]1C[C@H](CC(=O)N3CCOCC3)O[C@@H](CO)[C@H]1O2)c1cccnc1	-0.6
CCNC(=O)[C@H]1[C@H](CO)[C@H]2Cn3c(ccc(-c4ccccc4)c3=O)[C@H]2N1C(=O)C1CCCC1	-2.8
CN(C)CC(=O)N[C@@H]1CC[C@@H](CC(=O)NCc2ccc(Cl)cc2)O[C@@H]1CO	-2.6
CN(C)C(=O)c1ccc(-c2ccc3c(c2)[C@@H]2[C@@H](CCN2C(=O)Cc2ccccn2)[C@H](CO)N3C)cc1	-0.8
C/C=C/c1ccc2c(c1)O[C@@H](CN(C)S(=O)(=O)c1ccccc1OC)[C@@H](C)CN([C@@H](C)CO)S2(=O)=O	-0.9
CC(=O)N1[C@@H](CO)[C@@H](c2ccccc2)C12CN(Cc1ccccc1)C2	-0.1
C[C@@H]1CN([C@H](C)CO)C(=O)Cc2cc(NC(=O)Cc3cn(C)c4ccccc34)ccc2O[C@H]1CN(C)C(=O)Nc1ccc(C(F)(F)F)cc1	-0.6
COc1cccc(CNC(=O)C[C@H]2C=C[C@@H](NC(C)=O)[C@@H](CO)O2)c1	0.5
COC(=O)[C@H]1[C@H](CO)[C@H]2Cn3c(ccc(-c4cccc(F)c4)c3=O)[C@H]2N1C(=O)CC1CC1	-0.7
C/C=C/c1ccc(C2[C@@H]3CN(C(=O)C4CCOCC4)C[C@H]2N3)cc1 (stereo partly specified)	-0.2&0.8
COc1ccc(NC(=O)Nc2ccc3c(c2)C(=O)N([C@@H](C)CO)C[C@@H](C)[C@H](CN(C)C(=O)C2CCCCC2)OCCCC[C@H](C)O3)cc1	-0.7
COc1ccc(CN(C)C[C@@H]2Oc3ccc(N(C)C)cc3CC(=O)N([C@@H](C)CO)C[C@@H]2C)cc1	-4.5
Cc1noc(C)c1S(=O)(=O)Nc1ccc2c(c1)C(=O)N([C@H](C)CO)C[C@@H](C)[C@@H](CN(C)Cc1ccc(Cl)c(Cl)c1)OCCCC[C@H](C)O2	-1.7
COc1ccccc1S(=O)(=O)N[C@@H]1CC[C@H](CCNC(=O)C2CCCC2)O[C@@H]1CO	-6.2
CNC[C@@H]1Oc2cc(C#C[C@H](C)O)ccc2S(=O)(=O)N([C@H](C)CO)C[C@H]1C	0.9
C[C@H](CO)N1C[C@H](C)[C@H](CN(C)C(=O)Nc2ccc(F)cc2)Oc2c(NC(=O)c3nc4ccccc4s3)cccc2C1=O	0.3
C[C@H](CO)N1C[C@H](C)[C@@H](CN(C)C(=O)c2ccccc2)OCCCC[C@H](C)Oc2ccc(NC(=O)c3ccccc3)cc2C1=O	-0.8
C[C@H](CO)N1C[C@H](C)[C@@H](CN(C)Cc2cccc(C(=O)O)c2)OCc2cn(nn2)CCCC1=O	-0.7
C[C@H](CO)N1C[C@H](C)[C@@H](CN(C)C)Oc2ncc(C#Cc3ccccc3F)cc2C1=O	-0.3
COc1ccc(CN(C)C[C@H]2OCCCC[C@H](C)Oc3ccc(NC(=O)Nc4ccc(F)cc4)cc3C(=O)N([C@H](C)CO)C[C@H]2C)cc1	1.6
Cc1ccc(-c2cnc3c(c2)C(=O)N([C@@H](C)CO)C[C@@H](C)[C@@H](CN(C)C(=O)Cc2ccncc2)O3)cc1	1.2
OC[C@@H]1[C@@H](c2ccccc2)C2(CN(CCC(F)(F)F)C2)N1Cc1cccnc1	0.1
C[C@H](CO)N1C[C@H](C)[C@@H](CN(C)C(=O)Nc2ccc(F)cc2)OCCCC[C@H](C)Oc2ccc(NS(=O)(=O)c3ccccc3)cc2C1=O	-0.7
Cc1ccc(S(=O)(=O)N[C@@H]2C=C[C@H](CC(=O)N3CCN(c4ccccc4)CC3)O[C@@H]2CO)cc1	-0.9
CO[C@@H]1CN(C)C(=O)c2cc(NC(=O)Nc3ccccc3)ccc2OC[C@@H](C)N(C(=O)CN(C)C)C[C@H]1C	1.5
C[C@@H]1CN([C@H](C)CO)C(=O)c2cc(NC(=O)NC3CCCCC3)ccc2O[C@@H]1CN(C)C(=O)NC1CCCCC1	2.3
CNC[C@@H]1Oc2c(NS(=O)(=O)c3cccs3)cccc2C(=O)N([C@@H](C)CO)C[C@H]1C	-7.8
CN(C)C(=O)C[C@@H]1CC[C@@H]2[C@H](COC[C@@H](O)CN2CC2CCCCC2)O1	-1.4
Cc1noc(C)c1NC(=O)N(C)C[C@H]1OCCCC[C@@H](C)Oc2ccc(NS(=O)(=O)c3ccc(F)cc3)cc2C(=O)N([C@H](C)CO)C[C@@H]1C	-0.3
CN(C)CCCNC(=O)C[C@H]1CC[C@@H]2[C@H](COc3ccc(NC(=O)c4ccccc4F)cc3C(=O)N2C)O1	0.5
CCCC(O)C#Cc1cnc2c(c1)C(=O)N([C@H](C)CO)C[C@H](C)[C@H](CN(C)S(=O)(=O)c1ccc(C)cc1)O2 (stereo partly specified)	-2.5
C[C@H]1CN([C@@H](C)CO)C(=O)c2cccc(NS(=O)(=O)c3ccccc3)c2O[C@H]1CN(C)Cc1ccc(C(=O)O)cc1	-0.2
O=C(C[C@H]1C=C[C@@H](NC(=O)Nc2cccc(F)c2)[C@@H](CO)O1)NCC1CCCCC1	-0.8
CCC(=O)N1CC(=O)N2[C@H](CO)[C@H](c3ccc(C#Cc4cccnc4)cc3)[C@@H]2C1	0.5
COC(=O)C1=C2CC[C@H](CO)NC(=O)N[C@H](Cc3ccccc3)C(=O)NCc3cn(nn3)C[C@H](Cc3ccccc3)NC(=O)c3oc(c(C(=O)OC)c3C(=O)OC)CC[C@H](CO)NC(=O)N[C@H](Cc3ccccc3)C(=O)NCc3cn(nn3)C[C@H](Cc3ccccc3)NC(=O)C(=C1C(=O)OC)O2	-0.5
O=C(N[C@@H]1CC[C@H](CCNS(=O)(=O)c2cccc(Cl)c2)O[C@@H]1CO)c1ccc(F)cc1	1.3
Continued:
SMILES	TcdB GH inh
O=C(C[C@@H]1C=C[C@H](NC(=O)C2CC2)[C@@H](CO)O1)NCc1ccncc1	0.8
COc1ccc(C(=O)N2C[C@@H]3[C@H](c4ccccc42)[C@@H](CO)N3Cc2ccccc2Cl)cc1	-1.5
CO[C@H]1CN(C)C(=O)c2cc(NC(=O)Nc3ccccc3F)ccc2OC[C@@H](C)NC[C@@H]1C	-1.0
Cc1noc(C)c1NC(=O)Nc1ccc2c(c1)C(=O)N([C@H](C)CO)C[C@@H](C)[C@H](CN(C)Cc1ccc(Oc3ccccc3)cc1)O2	0.4
